Screening results: PubChem, several laboratories
Rin1-Abl PPI inh: inhibitors of human Rin1-Abl protein interaction | P00519+Q13671 | TR-FRET Rin1/Abl binding, biochemical | inhibition, % at 7.35 µM | actives 0.4% (n = 360,000) | AID 588664; in the data active = inhibition above about 5%, passing the limit was not always enough
Rpn11 inh: Rpn11 (human) deubiquitinase inhibition; actives 0.59% (n = 360,000); human 26S proteasome, Ub4-pepOG fluorescence polarization; 20S core pre-blocked with epoxomicin; O00487; calls only at 20 µM;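 active = inhibition at 20 µM, scaled to each plate's controls, above about 33%, limit read from the data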
Target sequence (O00487 whole entry, looked up): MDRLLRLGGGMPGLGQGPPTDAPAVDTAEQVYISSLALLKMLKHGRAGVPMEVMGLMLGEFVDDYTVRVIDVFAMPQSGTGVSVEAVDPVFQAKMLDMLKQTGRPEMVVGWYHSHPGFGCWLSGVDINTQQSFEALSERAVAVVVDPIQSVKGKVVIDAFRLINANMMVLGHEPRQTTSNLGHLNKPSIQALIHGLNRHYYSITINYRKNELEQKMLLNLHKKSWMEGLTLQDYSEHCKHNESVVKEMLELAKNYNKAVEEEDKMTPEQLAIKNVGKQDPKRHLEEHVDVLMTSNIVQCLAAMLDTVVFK
FAS-TE inh: blocks the thioesterase domain of human fatty acid synthase | recombinant FAS-TE, OMFH fluorogenic substrate, fluorescence endpoint | P49327 | actives 0.67% (n = 360,000) | inhibition, % at 15 µM;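 active = compounds whose normalised, plate-corrected inhibition of enzyme fluorescence in the single-dose primary screen is 50% or more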;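 also: 0% = DMSO with enzyme and 100% = substrate without enzyme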
MsrA act: activates bovine MsrA enzyme; purified bovine MsrA, absorbance read-out; activation, % at 10.6 µM; actives 0.3% (n = 360,000); in the data active = activation above about 7.5%;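 also: 0% = vehicle and 100% = reference activator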
MsrA inhibitor: bovine MsrA inhibition | purified bovine MsrA, absorbance read-out | inhibition, % at 15.5 µM | actives 0.75% (n = 360,000); in the data active = inhibition above about 4.5%;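 also: 0% = vehicle wells with enzyme and 100% = reference inhibitor wells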
E coli Lon inh: inhibitors of E. coli Lon protease | purified E. coli Lon protease, fluorescence polarization | P0A9M0 | inhibition, % at 7.94 µM | actives 0.42% (n = 360,000) | AID 602123; in the data active = inhibition above about 13%, passing the limit was not always enough;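 also: 0% = enzyme with probe and DMSO and 100% = no enzyme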
PABP1 MLLE inh: inhibitors of microRNA-mediated deadenylation, human PABP1 MLLE binding. P11940. inhibition, % at 20 µM. actives 0.36% (n = 360,000). GST-MLLE / FITC-PAM2 fluorescence polarization; in the data active = inhibition above about 35%, passing the limit was not always enough;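 also: plate controls were DMSO wells with GST-MLLE for no effect and wells lacking GST-MLLE protein for full effect; some results filed as inactive read as strong as hits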
CSN deneddyl inh: inhibitors of human CSN-mediated cullin deneddylation; Purified CSN, SCF-Nedd8-OG deneddylation, fluorescence polarization; inhibition, % at 12.5 µM; actives 0.38% (n = 360,000);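 active = pattern-corrected inhibition above about 35%, with an unprinted fluorescence ratio check between 0.5 and 1.5, limit read from the data, passing the limit was not always enough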;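 also: 0% = enzyme with substrate and 100% = substrate without enzyme; some results filed as inactive read as strong as hits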
Target sequence (Q92905 whole entry, looked up, one chain of several): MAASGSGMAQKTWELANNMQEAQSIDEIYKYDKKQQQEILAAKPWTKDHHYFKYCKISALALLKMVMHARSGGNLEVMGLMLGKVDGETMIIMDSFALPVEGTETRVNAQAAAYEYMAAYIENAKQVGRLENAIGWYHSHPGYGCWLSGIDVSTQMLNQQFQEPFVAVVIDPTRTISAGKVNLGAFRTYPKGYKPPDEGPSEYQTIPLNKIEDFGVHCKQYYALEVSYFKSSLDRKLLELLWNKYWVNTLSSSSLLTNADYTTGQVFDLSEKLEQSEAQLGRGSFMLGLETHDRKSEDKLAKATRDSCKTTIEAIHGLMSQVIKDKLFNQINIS
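assay system = purified human Csn5 enzyme expressed in HEK293T cells | amount = 0.24 nM enzyme | buffer or medium = Tris/NaCl/DTT buffer, pH 7.5 | reagent = 10 nM SCFSkp2-Nedd8OG | compound = one concentration, 12.5 µM, 0.25% DMSO | times = 90 min reaction at room temperature | signal = FP | read-out basis = % inhibition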
MT1-MMP act inh: blocks activation of human MT1-MMP; P50281; HT1080 RFP-PRO-GFP cells, GFP/RFP ratio fluorescence, overnight; percent of plate control window, DMSO zero; GFP/RFP ratio change, % at 20 µM; actives 0.061% (n = 360,000); AID 651647;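 active = GFP/RFP ratio change of at least 30% with cell ATP level not reduced by more than half and red fluorescence within 50% of control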; also: strong numbers were not always called active
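Test system: HT1080 RFP-PRO-GFP cells; Benchmarks: DMSO and RFP-L50D-GFP cell wells; Timing: cells overnight before dosing, compound overnight, 37 °C, 5% CO2; Compound: one 20 µM compound dose with 1% DMSO; Read-out: GFP/RFP fluorescence ratio.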
An asterisk follows results filed as active; i = inactive; . = no result given.

Structure | MsrA act | MsrA inhibitor | Rin1-Abl PPI inh | FAS-TE inh | MT1-MMP act inh | E coli Lon inh | CSN deneddyl inh | PABP1 MLLE inh | Rpn11 inh
COc1cccc(C2=CC(=O)CCC2)c1 | -3 | 0.3 | -1 | -13 | -1 | -7 | 4 | 4 | i
O=C(Nc1cccc2ccccc12)C(=O)C1C(=O)Nc2ccccc21 (stereo not given) | -5 | 2.6 | -4 | -2 | 2 | -7 | -3 | 8 | i
O=C1NC[C@@H](Cc2ccc(O)cc2)N(CCCCC2CCCCC2)C1=O | -8 | -0.3 | . | 1 | 25 | -8 | 7 | . | .
CC1CC(=O)Nc2cc([N+](=O)[O-])ccc2N1 (stereo not given) | -5 | 2.7 | -7 | -3 | -13 | -6 | -1 | 5 | i
CCC(C)C(=O)NCCc1ccc(S(N)(=O)=O)cc1 (stereo not given) | 0 | 0.0 | -1 | -5 | 4 | 7 | -2 | 8 | i
Oc1cc(Nc2cccnc2)cc2cccnc12 | -1 | 0.5 | 2 | -6 | 4 | -1 | -2 | 8 | i
COc1ccc(N2CCN(CC(O)COC(c3ccccc3)c3ccccc3)CC2)cc1 (stereo not given) | -1 | 1.2 | 1 | 6 | 3 | -5 | 6 | 1 | i
COc1ccc(S(=O)(=O)N2CCC[C@H]2C(=O)NCc2ccc(Cl)cc2)cc1 | -2 | -1.7 | -4 | 3 | -6 | -8 | -1 | -1 | i
CN(C(=O)NC1CCCCC1)[C@H]1C[C@H]2c3[nH]c4ccccc4c3CCN2C(=O)[C@H]1CO | -8 | 2.3 | -2 | -9 | -2 | -12 | 2 | 1 | i
N#CC(C#N)=Cc1c[nH]c(=O)c(C#N)c1Nc1ccccc1 | -2 | 5.4* | -3 | -6 | -7 | 2 | -2 | 11 | i
Cc1ccc(CC(C)(O)CC(C)(O)Cc2ccc(C)cc2)cc1 (stereo not given) | -3 | -0.2 | -1 | 11 | 0 | -4 | -4 | -7 | i
CCCS(=O)(=O)c1c(S(=O)(=O)CCC)c2c3ccccc3ccn2c1C(N)=O | -1 | 2.1 | 6 | -2 | 1 | -9 | 0 | -8 | i
Cc1cccc(CN2CCN(Cc3ccc(-n4cccn4)cc3)CC2CCO)n1 (stereo not given) | -7 | 0.1 | 0 | -10 | 4 | 5 | 2 | 12 | i
COc1ccc(-c2csc3ncnc(N4CCN(S(=O)(=O)c5ccc(C(C)=O)cc5)CC4)c23)cc1 | -4 | -0.3 | 0 | 44 | -7 | -6 | -1 | -23 | i
Cc1ccc(CC(=O)OC(C)C(=O)NC2CCCCC2C)cc1C (stereo not given) | -1 | 0.1 | 7 | 4 | 1 | -4 | -4 | -12 | i
Cc1ccc(CN2CCC(C(=O)NCCC(C)C)CC2)o1 | -4 | -1.0 | 1 | -3 | 0 | -4 | 5 | -12 | i
Cc1cc(=O)[nH]c(SCC(=O)Nc2ccc(C)c(S(=O)(=O)N3CCCCC3)c2)n1 | -6 | 1.2 | 0 | -12 | 3 | 4 | -4 | 9 | i
Cc1nn(-c2ccccc2)c(N2CCCC2)c1/C=N/NC(=S)Nc1ccccc1C(F)(F)F | -3 | 4.3 | 4 | 33 | -16 | 6 | -1 | 30 | i
COc1ccc(C(=O)COC(=O)C2COc3ccccc3O2)c(OC)c1 (stereo not given) | 2 | -1.8 | 5 | 0 | 1 | -23 | 1 | -5 | i
OC(CN1C2=NCCN2c2ccccc21)c1ccc(Br)cc1 (stereo not given) | -1 | 0.8 | -3 | -5 | 0 | -5 | 3 | -3 | i
CC(=O)OCC1OC(Sc2cccc3cccnc23)C(OC(C)=O)C(OC(C)=O)C1OC(C)=O (stereo not given) | -1 | 0.0 | 1 | -3 | 17 | -2 | -1 | 14 | i
CC1COCC(C)N1C(=O)c1cccnc1 (stereo not given) | -3 | -0.4 | 2 | -8 | -2 | 13 | -3 | 4 | i
COc1cccc(/C=N/NC(=O)Cn2cnc3c2c(=O)n(C)c(=O)n3C)c1 | 2 | -0.9 | -2 | 6 | 5 | 11 | 4 | 7 | i
CCOc1cc2[nH]c(=S)n(CCc3ccc(OC)c(OC)c3)c(=O)c2cc1OCC | 0 | -0.9 | -1 | -4 | . | -6 | -2 | -66 | i
Cc1cc2cc(CCNC(=O)CCc3ccccc3)c(=O)[nH]c2cc1C | 1 | -0.3 | -3 | -3 | 2 | 5 | 1 | -9 | i
O=C(NC(=S)N1CCCCC1)c1cccnc1 | -2 | 1.0 | -2 | -8 | -2 | -8 | 2 | 35 | i
CS(=O)(=O)N1CCC(C(=O)Nc2ccccc2Br)CC1 | -4 | 0.7 | 0 | -1 | 1 | 0 | -4 | 0 | i
COc1ccc(CN(CC(=O)NC2CCCC2)C(=O)CCC(=O)Nc2cc(C)on2)cc1 | -11 | -1.6 | 1 | -7 | 4 | 7 | 4 | 11 | i
CC(=O)Nc1ccc(S(=O)(=O)NCCc2ccc(S(N)(=O)=O)cc2)cc1 | -7 | -0.5 | 3 | -9 | -2 | -10 | 1 | -4 | i
CSc1cc(CS(=O)(=O)c2ccccc2)nc(-c2ccccc2)n1 | -3 | 0.3 | 2 | 19 | -2 | -5 | 4 | 14 | i
Cc1cc(=O)n2[nH]c(Nc3cccc(Cl)c3)nc2n1 | 1 | -1.8 | 0 | -3 | -3 | -6 | 103 | 2 | i
O=C1NC2(CCCC2)N=C1c1ccc(Cl)cc1 | -2 | 0.9 | -1 | -8 | -1 | 3 | -1 | 13 | i
COc1cc2c(C(=O)N3CCN(c4cccc(Cl)c4)CC3)cn(CC(C)C)c(=O)c2cc1OC | 2 | -0.5 | -4 | 24 | 6 | 2 | 2 | -6 | i
COc1ccc(NC(=S)NC(=O)Cc2ccccc2)c(OC)c1 | -3 | 0.3 | 1 | 16 | -4 | -7 | -4 | 27 | i
O=C(O)CSc1nnc(-c2ccco2)o1 | -2 | -0.1 | 5 | -4 | -5 | -7 | -2 | 25 | i
Clc1ccc(CSc2ccc(-c3ccco3)nn2)cc1 | -3 | 1.0 | 1 | 1 | 0 | -6 | 0 | -11 | i
CN(C(=O)c1ccc(NC(=O)Cc2ccc(NC(=O)C3CCCN(C(=O)CCc4ccccc4)C3)cc2)cc1)C1CC1 (stereo not given) | -5 | -0.3 | 5 | -9 | 10 | -5 | -3 | 1 | i
O=C(NNc1nc2c(F)cccc2s1)c1cc(=O)c2ccccc2o1 | -2 | 2.0 | -2 | 11 | 0 | -11 | 0 | -12 | i
N#CCCN1CCNCC1 | -7 | -0.2 | 1 | -8 | 2 | -7 | -1 | 3 | i
O=C(NNC(=S)NC(=O)c1ccc(Br)cc1)c1cccc([N+](=O)[O-])c1 | 4 | 1.3 | 1 | 31 | 5 | -12 | -2 | 7 | i

A portion taken from the entries so far, as a working copy:
Structure | MsrA act | MsrA inhibitor | Rin1-Abl PPI inh | FAS-TE inh | MT1-MMP act inh | E coli Lon inh | CSN deneddyl inh | PABP1 MLLE inh | Rpn11 inh
Cc1cc(=O)n2[nH]c(Nc3cccc(Cl)c3)nc2n1 | 1 | -1.8 | 0 | -3 | -3 | -6 | 103 | 2 | i
O=C1NC2(CCCC2)N=C1c1ccc(Cl)cc1 | -2 | 0.9 | -1 | -8 | -1 | 3 | -1 | 13 | i
COc1cc2c(C(=O)N3CCN(c4cccc(Cl)c4)CC3)cn(CC(C)C)c(=O)c2cc1OC | 2 | -0.5 | -4 | 24 | 6 | 2 | 2 | -6 | i
COc1ccc(NC(=S)NC(=O)Cc2ccccc2)c(OC)c1 | -3 | 0.3 | 1 | 16 | -4 | -7 | -4 | 27 | i
O=C(O)CSc1nnc(-c2ccco2)o1 | -2 | -0.1 | 5 | -4 | -5 | -7 | -2 | 25 | i
Clc1ccc(CSc2ccc(-c3ccco3)nn2)cc1 | -3 | 1.0 | 1 | 1 | 0 | -6 | 0 | -11 | i
CN(C(=O)c1ccc(NC(=O)Cc2ccc(NC(=O)C3CCCN(C(=O)CCc4ccccc4)C3)cc2)cc1)C1CC1 (stereo not given) | -5 | -0.3 | 5 | -9 | 10 | -5 | -3 | 1 | i
O=C(NNc1nc2c(F)cccc2s1)c1cc(=O)c2ccccc2o1 | -2 | 2.0 | -2 | 11 | 0 | -11 | 0 | -12 | i
N#CCCN1CCNCC1 | -7 | -0.2 | 1 | -8 | 2 | -7 | -1 | 3 | i
O=C(NNC(=S)NC(=O)c1ccc(Br)cc1)c1cccc([N+](=O)[O-])c1 | 4 | 1.3 | 1 | 31 | 5 | -12 | -2 | 7 | i

The list continues:
Structure | MsrA act | MsrA inhibitor | Rin1-Abl PPI inh | FAS-TE inh | MT1-MMP act inh | E coli Lon inh | CSN deneddyl inh | PABP1 MLLE inh | Rpn11 inh
O=C(Nc1c(F)cc(F)cc1Br)c1cccnc1 | -2 | 0.7 | 0 | -7 | 1 | 3 | 1 | 9 | i
CCOC(=O)/C(C#N)=C/c1cn(CCC(=O)O)nc1-c1ccccc1 | -7 | 3.6 | 1 | -5 | 0 | -5 | -2 | 0 | i
Nc1ccc(C(=O)N2CCN(S(=O)(=O)/C=C/c3ccccc3)CC2)cc1[N+](=O)[O-] | -1 | -0.8 | -4 | 17 | 3 | 4 | -2 | 9 | i
CCN(CC)S(=O)(=O)c1ccc(OC)c(N)c1 | -4 | 0.5 | 3 | -3 | 0 | 4 | 2 | -2 | i
COc1ccc(N2C(=O)C3CCCN3C2c2cccc(OC)c2OC)cc1 (stereo not given) | -1 | -0.4 | 4 | -2 | 2 | -8 | -1 | -4 | i
CC(C)(Oc1ccc(F)cc1)C(=O)OCC(=O)c1ccc(S(C)(=O)=O)cc1 | -1 | -1.3 | -1 | 5 | 0 | 5 | -1 | -1 | i
O=C(NCCc1ccccc1F)C1CC(=O)N(c2ccccc2)C1 (stereo not given) | -3 | 0.1 | -3 | -2 | 2 | -4 | 2 | 6 | i
O=C(NCC(=O)N1CCN(C(c2ccccc2)c2ccccc2)CC1)c1ccc(Br)o1 | -1 | -1.5 | 3 | 14 | 3 | -9 | -5 | -13 | i
CC(C)(C)OC(=O)N/N=C\c1ccc[nH]1 | -5 | 0.3 | 0 | -3 | 2 | 10 | -1 | 4 | i
Nc1c(C(=O)Nc2ccc(F)cc2)nnn1-c1cccc(C(F)(F)F)c1 | -9 | 1.4 | -7 | -2 | 1 | -4 | -6 | 9 | i
COc1ccc(C(=O)CSc2nnc(CNC(=O)c3ccc(OC)c(OC)c3)n2C)cc1 | -2 | -0.4 | 2 | -3 | -6 | -7 | 9 | 20 | i
CCC(CN(C)C)Oc1cc(NCc2ccccc2)c2ncn(C(C)C)c2c1 (stereo not given) | 0 | . | -3 | -10 | -16 | -1 | 13 | 13 | i
COc1ccc(Oc2coc3cc(OC(=O)c4cncc(Br)c4)ccc3c2=O)cc1 | -8 | 0.7 | -1 | -9 | -2 | -4 | -2 | -4 | i
COc1ccc(C(=O)Nc2nc(N)n(-c3ccccc3)n2)cc1 | -3 | -1.1 | 2 | -6 | 3 | 4 | 1 | -2 | i
O=C(COC(=O)[C@@H]1CCCN1C(=O)c1cccs1)Nc1ccc(Br)cc1 | -5 | 0.7 | 7 | 7 | 1 | 10 | 3 | 2 | i
